Ba/F3 V617F tox – loss of viability in JAK2V617F-driven Ba/F3 cells. Ba/F3 EpoR-JAK2V617F viability, ATP luminescence. 220,000 tested, 1.1% active. AID 1446. inhibition, % at 5.6 µM;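 active means inhibition above the campaign mean plus 3 SD over all tested compounds, cut at about 24% in these data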;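 further: cytokine-independent growth of Ba/F3 cells driven by EpoR plus mutant JAK2; 0% = DMSO-treated cells and 100% = JAK inhibitor I control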
zfTRPN1 agonist – zebrafish TRPN1 (NompC) channel agonism; HEK293 zebrafish TRPN1-YFP, Fluo-8 calcium fluorescence; 100% = response to 87 µM carbachol; AID 1424; activation, % at 3 µM; 220,000 tested, 0.18% active;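 active means activation above its plate's cutoff, the mean activation of test wells on that plate plus 3 SD, cut at about 19% in these data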;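 further: 0% = DMSO alone and 100% = 87 µM carbachol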
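Assay system: Zebrafish TRPN1-YFP in HEK293 cells | Incubation: Dye loading 1 h at 37 °C, then 30 min room temperature | Measured by: Kinetic Fluo-8 fluorescence, ex 470-495, em 515-575 nm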
TRPML3 agonist – human mucolipin-3 channel agonism; HEK293 TRPML3-YFP, Fluo-8 calcium fluorescence; 100% = the carbachol control signal; Q8TDD5; 220,000 tested, 0.29% active; activation, % at 3 µM; AID 1448;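 active means activation above its plate's cutoff, the mean activation of the plate's test wells plus 3 SD, cut at about 12% in these data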;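 further: 0% = DMSO only wells and 100% = carbachol wells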
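Material: HEK293 cells stably carrying human TRPML3-YFP; compound dosing: single dose, 3 µM final nominal compound, 0.3% DMSO final; incubation: 1-h 37 °C dye load, 5-s basal, 120-s post-compound reads; technique: Fluo-8 intracellular calcium fluorescence, excitation 470-495 nm, emission 515-575 nm; read-out basis: percent activation from peak-to-basal fluorescence ratio, scaled between DMSO and carbachol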
PPC-1+TRAIL kill – kills PPC-1 cancer cells in the presence of TRAIL | AID 1443 | PPC-1 cells + TRAIL, ATPLite viability luminescence | cell killing (% activity), % at 4 µM | 220,000 tested, 0.41% active;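 active means cell killing above 50% in the first pass at 4 µM, then a duplicate retest at 5 µM averaging 50% or more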;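 further: plate controls were cells with TRAIL plus DMSO for no effect and medium-only wells lacking cells for full effect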
CHOP inh – blocks CHOP induction under ER stress; 220,000 tested, 3.8% active; CHO-K1 CHOP-promoter luciferase, tunicamycin-induced, 15-18 h; inhibition, % at 10 µM; AID 2732;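 active means compounds that reduced the stress-induced luciferase reporter signal by more than about 70% of percent inhibition, limit read from the data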;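 further: 0% = tunicamycin plus vehicle and 100% = wells without tunicamycin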
RBBP9 inh – human RBBP9 hydrolase inhibition | O75884 | recombinant RBBP9, FP-Rh probe fluorescence polarization | inhibition, % at 7.94 µM | 220,000 tested, 0.2% active;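 active means inhibition above the campaign mean of all tested compounds plus 3 SD, cut at about 14% in these data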;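 further: plate controls were DMSO wells with RBBP9 for no effect and wells lacking RBBP9 protein for full effect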
Target sequence (O75884 whole entry, looked up): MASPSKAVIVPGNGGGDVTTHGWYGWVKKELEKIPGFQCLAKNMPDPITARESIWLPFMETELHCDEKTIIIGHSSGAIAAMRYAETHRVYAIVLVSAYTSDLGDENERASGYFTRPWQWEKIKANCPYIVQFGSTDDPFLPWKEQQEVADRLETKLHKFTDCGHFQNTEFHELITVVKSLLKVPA
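Test system: recombinant human RBBP9; Timing: 30 min then 45 min, 25 °C; Detection: fluorescence polarization; Control set: RBBP9 with DMSO as uninhibited control, no-protein wells as full inhibition; Compound dosing: one concentration, 7.94 µM nominal, 0.794% DMSO; Probe or stimulus: FP-Rh activity-based probe, 375 nM before mixing.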
Wee1 degr inh – blocks degradation of human Wee1 kinase. P30291. HeLa Luc-Wee1K328M stability, luciferase luminescence; 100% = proteasome inhibitor MG132 effect. reporter increase, % at 5 µM. 220,000 tested, 1.2% active;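 active means activation above the mean of all tested compounds plus 3 SD, set per screening run, cut at about 8.8% in these data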;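 further: cells exposed to compound for 20 h before luminescence read; 0% = DMSO alone and 100% = MG132 at 30 µM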
Target sequence (P30291 whole entry K328M): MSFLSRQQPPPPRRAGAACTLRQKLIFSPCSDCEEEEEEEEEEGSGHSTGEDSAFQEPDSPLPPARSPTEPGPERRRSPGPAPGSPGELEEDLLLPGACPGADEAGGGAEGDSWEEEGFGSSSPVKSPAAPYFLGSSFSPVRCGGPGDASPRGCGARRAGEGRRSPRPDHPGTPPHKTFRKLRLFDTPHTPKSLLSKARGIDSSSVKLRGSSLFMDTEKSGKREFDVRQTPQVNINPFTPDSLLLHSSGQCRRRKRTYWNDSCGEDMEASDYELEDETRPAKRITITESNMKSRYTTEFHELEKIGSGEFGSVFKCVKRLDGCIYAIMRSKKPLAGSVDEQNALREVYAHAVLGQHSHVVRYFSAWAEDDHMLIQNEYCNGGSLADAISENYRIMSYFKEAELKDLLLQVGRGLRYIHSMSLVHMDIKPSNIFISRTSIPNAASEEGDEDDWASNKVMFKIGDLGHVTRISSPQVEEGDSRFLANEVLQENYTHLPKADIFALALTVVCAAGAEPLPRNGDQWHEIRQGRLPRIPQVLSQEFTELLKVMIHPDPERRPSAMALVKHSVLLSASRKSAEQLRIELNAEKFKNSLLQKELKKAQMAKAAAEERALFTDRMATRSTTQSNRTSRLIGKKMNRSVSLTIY
BaF3 parental – reduces parental Ba/F3 cell viability, JAK2V617F counter-screen | CellTiter-Glo ATP luminescence | inhibition, % at 5.6 µM | 220,000 tested, 1.1% active | AID 1486;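 active means inhibition above a per-campaign cutoff, the mean inhibition of all tested compounds plus 3 SD, cut at about 27% in these data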;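 further: 0% = DMSO wells and 100% = JAK Inhibitor I control wells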
TNF necrop inh – TNF-alpha cell death inhibition in Jurkat FADD-/- cells; 220,000 tested, 0.068% active; Jurkat FADD-/- TNF necroptosis rescue, ATP luminescence, 24 h; 0 = TNF only, 100 = no-TNF cells; AID 463075; activation (protection from cell death), % at 10 µM;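 active means activation, meaning protection from cell death, of at least 50% relative to plate controls; inactive means activation below 50%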;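 further: necroptosis triggered by 40 ng/mL TNF-alpha added together with compound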
Active calls of the source: *; x = no result given.

SMILES	Ba/F3 V617F tox	zfTRPN1 agonist	TRPML3 agonist	PPC-1+TRAIL kill	CHOP inh	RBBP9 inh	Wee1 degr inh	BaF3 parental	TNF necrop inh
COc1ccccc1-n1cnc2c(c1=O)c1nc3ccccc3nc1n2-c1ccc(C)c(C)c1	0	0.3	1.1	41	84*	-5	-1	7	1.0
O=C(CSc1nc(-c2ccccc2Cl)ns1)NCc1ccco1	5	-1.8	-1.3	-14	-10	-1	4	9	0.3
Fc1cccc(NC(=S)N2CCCCC2)c1	-1	-0.7	0.7	-12	12	1	-2	8	-2.4
Cc1nn(Cc2ccc(C(=O)N3N=C(C(F)F)CC3(O)C(F)F)cc2)c(C)c1[N+](=O)[O-] (centres undefined)	5	4.5	1.9	7	25	-8	0	4	-1.5
O=C(Nc1ccc(F)cc1)c1ccccc1NS(=O)(=O)N1CCCC1	-3	11	5.7	12	38	0	-1	7	1.5
Cc1ccc(-c2cc(-c3ccccc3)nc(N/N=C/c3cccnc3)n2)cc1	-1	0.2	-1.1	x	x	-13	0	4	-17
COc1ccc(NC(=O)C(=O)NNC(=O)c2cccs2)c(OC)c1	5	-0.2	-0.3	6	9	-1	-2	14	-3.5
O=C(NCC1CCCO1)C(=O)c1c[nH]c2ccccc12 (centres undefined)	2	0.9	0.5	22	4	-2	7	4	-0.3
COC(=O)c1ccc(CSc2nnc(N)s2)cc1	-3	-0.1	0.5	13	-7	5	3	0	7.0
CCOC(=O)c1cccc(NC(=O)CSc2nnc(C)n2Cc2ccccc2)c1	2	-0.9	-2.0	22	-5	0	0	6	-0.5
CCN(CC)C(=O)c1n[nH]c(=O)c2ccccc12	-1	-0.1	0.0	27	4	-4	-2	4	-1.1
COc1ccccc1NC(=O)Nc1ccccc1C(N)=O	0	0.7	0.6	6	15	-9	4	2	1.3
Cc1ccc(NC(=O)CN2C(=O)NC3(CCc4ccccc43)C2=O)cc1 (centres undefined)	1	-0.3	0.4	4	16	-10	-2	8	0.8
Nc1nnc(Cc2cccc(Br)c2)s1	2	1.8	0.6	2	1	-8	2	0	0.1
CC(C)CCN1C(=O)c2ccc(C(=O)NCc3ccco3)cc2C1=O	-2	0.3	0.1	9	26	-9	3	1	-0.5
Cc1cccc(Oc2ccc(N)cc2)c1	-1	-1.4	0.9	3	-9	-10	-1	5	-17
CC(=O)Nc1ccc(S(=O)(=O)Oc2ccc3c(c2)C(C)=CC(C)(C)N3)cc1	80*	6.8	3.8	-2	55	-7	-3	73*	-1.3
CCn1cc(S(=O)(=O)c2ccc(C)cc2)[nH]c1=O	0	1.3	0.5	-10	-24	-2	4	0	-0.5
O=C(NCCn1cccc1)c1cccc2ccccc12	-1	-1.9	0.2	10	24	-4	-1	2	-0.6
O=C(NC(=S)NCC1CCCO1)c1ccc(Cl)cc1 (centres undefined)	2	-0.7	-0.1	9	5	-10	1	6	1.6
c1ccc(-c2nc(N3CCN(c4ccccc4)CC3)nc(-n3ccnc3)n2)cc1	3	-0.1	0.4	-13	8	-2	3	2	-5.1
Cc1[nH]c2ccccc2c1-c1nc2ccccc2[nH]1	11	2.5	0.8	8	17	2	0	30*	-3.4
O=C(CSc1nc2c(c(=O)n1-c1ccc(Cl)cc1)SCC2)N1CCCC1	-3	-2.8	-0.2	30	20	-10	0	2	-0.3
Cn1c(=O)n(CCC(=O)O)c2ccccc21	-3	1.1	1.2	16	16	-10	-1	7	-0.6
CCCn1nnc(NC(=O)C(C)C)n1	-5	0.7	0.7	-2	23	3	-2	-1	4.6
Cc1c(C(=O)Nc2ccccc2Cl)oc2ccc(S(=O)(=O)N3CCC4(CC3)OCCO4)cc12	1	0.5	1.1	-29	-4	-2	-3	4	-5.0
Cc1nc(-c2cccc(S(=O)(=O)N3CCC(C)CC3)c2)cs1	-1	0.4	-1.4	-7	65	-7	-2	2	-0.5
Cc1nn(Cc2ccc(C(=O)N3N=C(C(F)F)CC3(O)C(F)F)o2)c(C)c1[N+](=O)[O-] (centres undefined)	3	3.9	2.0	6	30	-6	0	6	-0.5
CSC(=NC(C)c1ccccc1)NS(=O)(=O)c1cccs1 (centres undefined)	3	-1.1	-0.3	21	-3	-10	2	8	0.5
COc1ccccc1C(=O)NCCCNc1ccc([N+](=O)[O-])cc1	-5	-2.9	-0.5	-4	44	-9	-3	3	2.1
O=C(/C=C/Nc1ccc(F)cc1)c1ccc(Oc2ncccn2)cc1	1	1.0	-0.1	9	-46	-2	0	8	-1.5
COc1ccccc1CNC(=O)c1ccc2nc3[nH]c4ccccc4c3nc2c1	4	-1.4	-0.4	14	100*	-10	-2	4	-4.3
Cc1cc(F)ccc1S(=O)(=O)N1CCCOC1CNC(=O)C(=O)NCc1ccco1 (centres undefined)	-2	2.0	0.3	13	13	-1	9.1*	5	1.6
CCN(CC)S(=O)(=O)c1ccc(NC(=O)[C@@H](NC(=O)c2cc(OC)cc(OC)c2)C(C)C)cc1	4	-1.0	-0.1	21	17	-6	3	6	1.6
Clc1ccccc1/C=C/c1ccnc2ccccc12	-3	-1.3	-0.5	20	10	-4	5	2	-3.0
COc1ccc(CCNc2oc(-c3ccco3)nc2C#N)cc1	-4	-2.6	-0.3	40	44	-2	-3	0	-0.3
CC(C)CN(C(=O)COC(=O)c1ccccc1Sc1ccccc1C#N)C1CCS(=O)(=O)C1 (centres undefined)	-1	-1.5	0.8	22	32	-4	-4	5	-1.2
CCC(C)c1ccccc1NC(=O)COC(=O)C1=COCCO1 (centres undefined)	2	-0.9	0.6	17	5	2	-1	5	0.3
CCOC(=O)/C=C/c1cnn(-c2ccccc2)c1	-4	-0.8	-0.2	16	-24	-1	5	2	1.0
CN(c1ccc(C(=O)Nc2cccc([N+](=O)[O-])c2)cc1)S(C)(=O)=O	4	11	4.3	22	8	-8	2	7	0.7
Oc1c(C(c2ccco2)N2CCN(C(c3ccccc3)c3ccccc3)CC2)sc2ncnn12 (centres undefined)	-2	-1.5	-0.3	-9	95*	-3	5	3	-2.1
COc1ccc(/C=C(\NC(=O)c2ccc(OC)c(OC)c2)C(=O)NCCc2c[nH]c3ccccc23)cc1	0	1.1	0.1	15	8	-6	1	4	-6.4
C=CCn1c(CCc2cc(C(C)(C)C)c(O)c(C(C)(C)C)c2)n[nH]c1=S	2	-1.2	-2.0	31	101*	-3	1	6	-1.4
COc1ccc(C(C(=O)NC(C)(C)C)N(C(=O)CNC(=O)c2cccs2)c2ccc(C)cc2)cc1OC (centres undefined)	2	-0.6	0.8	11	15	-9	-1	4	-2.6
Cc1ccc(C(=O)NCCc2nnc3ccc(SCC(=O)Nc4cc(C)on4)nn23)cc1	-1	-0.3	0.9	2	9	2	-1	-3	1.5
CS(=O)(=O)N(CC(=O)NC1CCCC1)c1ccc2c(c1)OCCO2	-3	0.5	0.7	-3	13	-1	-1	1	-0.6
O=C(NCCCN1CCOCC1)c1ccccc1	-3	-1.6	1.3	-11	31	3	0	40*	1.2
O=C(NCC(=O)N(Cc1ccco1)C(C(=O)NC1CCCC1)c1ccncc1)c1cccs1 (centres undefined)	-2	2.8	0.2	23	15	5	0	1	-0.6
Clc1cccc(Oc2ncccn2)c1	1	-1.8	0.9	28	-36	-4	1	8	0.0
CCOc1cc(N2CCOCC2)c(OCC)cc1NC(=O)CN1C(=O)C2C3C=CC(C3)C2C1=O (centres undefined)	-6	1.0	1.2	-5	-8	-5	7	0	1.2

Going on with the list.
SMILES	Ba/F3 V617F tox	zfTRPN1 agonist	TRPML3 agonist	PPC-1+TRAIL kill	CHOP inh	RBBP9 inh	Wee1 degr inh	BaF3 parental	TNF necrop inh
S=c1[nH]nc2nnc3ccccc3n12	0	-0.2	0.2	5	21	-1	-1	1	-6.6
O=C(NC(Cc1ccccc1)C(=O)O)/C(=C/c1ccc(Cl)cc1)NC(=O)c1ccccc1 (centres undefined)	1	1.7	1.2	6	1	2	-1	37*	1.9
COc1ccccc1NS(=O)(=O)c1cccc(N=C2N=C(N)c3ccccc32)c1	0	1.3	0.1	2	26	-1	-1	8	-9.0
CC(C)(C)c1ccc(C(=O)CS(=O)(=O)c2ccccc2)cc1	-2	-1.2	-0.3	13	33	-5	-3	-1	0.2
CCOCCCNC(=S)N1CCCC(c2nc3ccc(C)cc3[nH]2)C1 (centres undefined)	1	-0.6	0.4	8	14	-6	0	0	1.6
Cc1ccc(N=c2c([N+](=O)[O-])nn(-c3ccccc3)n2O)c(C)c1	-4	0.2	0.8	13	16	-7	2	1	-8.5
Cc1nc(NC(=O)COC(=O)C2=NNC(=O)CC2)c(Cl)cc1Cl	0	0.7	0.6	24	26	-4	-2	1	-0.6
O=C(CSc1ncnc2c1oc1ccccc12)Nc1ccccc1C(F)(F)F	0	0.5	-0.2	4	11	-2	-1	9	-0.5
COc1ccc(C(=O)Cn2nnc(-c3ccccc3NC(=O)C(F)(F)F)n2)cc1	-4	1.6	0.3	-3	-17	0	0	3	1.5
Cn1cc(S(=O)(=O)NC(c2ccccc2)c2ccccc2)c(=O)n(C)c1=O	-1	1.4	0.3	14	9	3	-3	0	-0.7
COc1ccc(/C(C)=N/N2CCOCC2)c(O)c1	3	0.8	-0.1	-10	5	-3	3	-2	-2.1
O=C(c1ccc2ccccc2n1)N1CCN(c2ccccc2Cl)CC1	4	-0.3	0.1	5	-25	-1	-1	9	-0.9
O=C(c1snnc1-c1ccccc1)N1CCOCC1	-2	-0.1	1.2	15	2	0	6	-2	0.5
COCCn1c(-c2cc(OC)c(OC)c(OC)c2)nc2oc3cc(OC)ccc3c(=O)c2c1=O	5	1.6	1.1	6	1	2	-1	-2	-1.0
CCC(=O)Nc1ccc(NC(=S)NC(=O)Cc2ccccc2)cc1	-3	3.3	3.4	15	-2	-1	0	7	3.5
COc1ccc(OC)c(N(CC(=O)Nc2cccnc2)S(C)(=O)=O)c1	-4	-0.3	1.4	4	17	-6	9.6*	1	0.4

Screening results as filed in PubChem BioAssay.
